Screening data from PubChem.
NPY-Y2 PAM-ag – human NPY-Y2 potentiation or agonism, primary screen; P49146; cells expressing NPY-Y2, potentiator/agonist read-out; AID 1359; activation, % at 3.6 µM; hit rate 0.45% among 220,000; in the data active = activation above about 27%;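 also: cells stimulated with NPY near EC25 plus isoproterenol at EC100; 0% = vehicle plus submaximal agonist and 100% = vehicle plus saturating agonist; some results beyond the cut were filed as inactive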
Ba/F3 V617F tox – loss of viability in JAK2V617F-driven Ba/F3 cells. Ba/F3 EpoR-JAK2V617F viability, ATP luminescence. inhibition, % at 5.6 µM. hit rate 1.1% among 220,000;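 active = inhibition above the campaign mean plus 3 SD over all tested compounds, cut at about 24% in these data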;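 also: cytokine-independent growth of Ba/F3 cells driven by EpoR plus mutant JAK2; 0% = DMSO-treated cells and 100% = JAK inhibitor I control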
RBBP9 inhibitor – human RBBP9 hydrolase inhibition | O75884 | AID 1515 | recombinant RBBP9, FP-Rh probe fluorescence polarization | inhibition, % at 7.94 µM | hit rate 0.2% among 220,000;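 active = inhibition above the campaign mean of all tested compounds plus 3 SD, cut at about 14% in these data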;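 also: plate controls were DMSO wells with RBBP9 for no effect and wells lacking RBBP9 protein for full effect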
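Measured by – fluorescence polarization · Test system – RBBP9 protein · Input – 2.5 µM RBBP9 dispensing solution, before mixing · Measure – percent inhibition from mP, scaled between DMSO and no-protein wells · Benchmarks – DMSO-treated enzyme wells and wells lacking RBBP9 · Times – preincubation 30 min plus labeling 45 min at 25 °C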
S1P4 ag – agonists of human S1P4 receptor; S1P4-expressing cell line, agonist reporter assay; activation, % at 4.98 µM; hit rate 0.35% among 220,000; AID 1509; in the data active = activation above about 11%;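 also: 0% = DMSO vehicle and 100% = reference agonist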
NPY Y1 blocker – antagonists of human neuropeptide Y receptor Y1; P25929; inhibition, % at 3.6 µM; AID 1040; hit rate 1% among 200,000; HEK293-CNG Y1 cells, membrane potential fluorescence; NPY at EC95, then isoproterenol;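 active = inhibition above the campaign mean inhibition of all tested compounds plus 3 SD, cut at about 20% in these data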;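 also: 0% = DMSO wells given NPY plus isoproterenol and 100% = isoproterenol alone without NPY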
Target sequence (P25929 whole entry, looked up): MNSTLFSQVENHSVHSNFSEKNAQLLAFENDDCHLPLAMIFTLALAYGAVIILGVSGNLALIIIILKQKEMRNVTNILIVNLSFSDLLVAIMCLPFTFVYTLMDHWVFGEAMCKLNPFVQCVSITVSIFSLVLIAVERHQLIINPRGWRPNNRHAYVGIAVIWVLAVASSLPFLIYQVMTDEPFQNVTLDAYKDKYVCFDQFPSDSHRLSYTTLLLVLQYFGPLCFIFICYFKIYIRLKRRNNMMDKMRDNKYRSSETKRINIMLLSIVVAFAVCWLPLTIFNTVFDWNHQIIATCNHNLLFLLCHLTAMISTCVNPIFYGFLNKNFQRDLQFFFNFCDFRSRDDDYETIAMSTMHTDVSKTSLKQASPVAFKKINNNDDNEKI
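System: HEK293 cells with Y1 receptor plus CNG channel / Probe or stimulus: NPY 25 nM then isoproterenol 1 µM plus Ro 20-1724 25 µM / Compound: one concentration, 3.6 µM, in 0.4% DMSO / Schedule: compound incubation 1 h at room temperature, readout 45 min post-stimulation / Measured by: membrane potential fluorescence / Read-out: % inhibition of NPY effect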
NPY-Y1 PAM-ag – human NPY-Y1 potentiation or agonism, primary screen. hit rate 0.37% among 220,000. NPY-Y1 expressing cells, potentiator/agonist activation. P25929. activation, % at 3.6 µM; in the data active = activation above about 33%, passing the limit was not always enough;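 also: cells stimulated with NPY at EC10 then isoproterenol at EC100; 0% = low agonist plus stimulus and 100% = saturating agonist plus stimulus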
BaF3 parental – reduces parental Ba/F3 cell viability, JAK2V617F counter-screen; CellTiter-Glo ATP luminescence; inhibition, % at 5.6 µM; hit rate 1.1% among 220,000; AID 1486;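 active = inhibition above a per-campaign cutoff, the mean inhibition of all tested compounds plus 3 SD, cut at about 27% in these data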;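 also: 0% = DMSO wells and 100% = JAK Inhibitor I control wells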
S1P4 antagonist – antagonists of human S1P4 receptor; inhibition, % at 4.98 µM; AID 1510; S1P4-expressing cells, antagonist mode, reporter read-out; hit rate 0.26% among 220,000; O95977; in the data active = inhibition above about 29%;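 also: 0% = wells stimulated with agonist and 100% = vehicle wells without agonist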
Runt-CBFb FRET – Runt domain-CBFb interaction inhibition | AID 1496 | hit rate 0.46% among 220,000 | Q01196+Q13951 | Cerulean-Runt/Venus-CBFb FRET ratio 530/480, 1 h | inhibition, % at 20 µM;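 active = inhibition over about 50% at 20 µM in the single-dose screen, limit read from the data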;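 also: 0% = DMSO wells and 100% = excess unlabeled CBFb competitor control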
Target sequence (Q01196 whole entry, looked up, the tested form may be a part): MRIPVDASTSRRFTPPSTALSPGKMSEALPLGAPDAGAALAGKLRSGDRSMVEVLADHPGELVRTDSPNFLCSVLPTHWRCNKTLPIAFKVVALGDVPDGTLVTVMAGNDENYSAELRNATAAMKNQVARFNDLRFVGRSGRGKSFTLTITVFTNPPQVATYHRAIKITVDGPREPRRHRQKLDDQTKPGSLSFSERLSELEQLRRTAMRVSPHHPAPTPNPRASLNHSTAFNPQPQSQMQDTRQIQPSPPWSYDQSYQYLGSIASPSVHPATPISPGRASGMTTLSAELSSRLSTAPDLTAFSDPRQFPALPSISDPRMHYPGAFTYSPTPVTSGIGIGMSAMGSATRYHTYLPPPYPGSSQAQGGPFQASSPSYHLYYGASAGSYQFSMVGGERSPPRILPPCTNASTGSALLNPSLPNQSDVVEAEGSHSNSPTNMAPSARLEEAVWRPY
Target sequence (Q13951 whole entry, looked up, the tested form may be a part): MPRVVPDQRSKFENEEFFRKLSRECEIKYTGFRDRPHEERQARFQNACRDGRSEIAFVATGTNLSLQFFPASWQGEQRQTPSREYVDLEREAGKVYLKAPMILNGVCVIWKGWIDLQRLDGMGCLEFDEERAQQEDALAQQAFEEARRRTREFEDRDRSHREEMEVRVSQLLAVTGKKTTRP
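Reagent – Venus-CBFb binding partner, 100 nM · Assay system – Cerulean-tagged RUNX1 Runt domain (FRET donor) fusion protein · Input – 100 nM per protein · Incubation – two 1 h room-temperature incubations shielded from light · Measured by – FRET fluorescence · Medium – Tris buffer pH 7.5 with salts and BSA · Benchmarks – unlabeled CBFb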
Numbers without * were called inactive; . = no result given.

mol	NPY-Y2 PAM-ag	Ba/F3 V617F tox	RBBP9 inhibitor	S1P4 ag	NPY Y1 blocker	NPY-Y1 PAM-ag	BaF3 parental	S1P4 antagonist	Runt-CBFb FRET
COc1ccccc1-c1cc2nc(C)c(CCC(=O)NC(C)CCc3ccco3)c(C)n2n1 (configuration not stated)	10	-4	-5	1.6	-2	4	6	-30	-2
C/C(CCc1ccccc1)=N\NC(=O)C(=O)Nc1cccc(Cl)c1	-1	1	2	-2.4	-7	10	-4	-4	4
O=c1[nH]cc(NCCNc2ncc(C(F)(F)F)cc2Cl)c(=O)[nH]1	23	-2	-11	-2.1	3	19	1	12	2
O=C(NCC1CCCO1)C1CC(=O)N(c2ccc(F)c(Cl)c2)C1 (configuration not stated)	-2	-2	-2	-2.1	-2	12	3	-12	0
C=CCn1c(SCC(=O)Nc2c(C)cccc2C)nnc1-c1ccncc1	-4	-1	-9	0.8	5	-27	2	-8	1
CC1=C(C(=O)NCc2ccccc2)C(c2cccs2)NC(=S)N1 (configuration not stated)	-13	1	2	1.6	2	-4	7	2	0
Cc1ccc(C(=O)COC(=O)c2ccncc2)cc1[N+](=O)[O-]	-7	1	-5	-1.4	3	-12	2	-12	-1
Clc1ccccc1CSc1nncn1-c1cccnc1	-7	-2	-3	-0.1	4	1	3	-6	0
Cc1cc(C)n(-c2n[nH]c(C)c2[N+](=O)[O-])n1	-12	-5	-7	1.5	-2	-9	2	-7	0
O=C(N/N=C/c1sc(N2CCOCC2)nc1-c1ccccc1)c1ccccc1F	-15	-4	1	-1.2	.	9	1	20	0
N#Cc1ccccc1OCC(=O)N1CCc2ccccc2C1	8	1	5	0.6	3	14	9	15	2
CCC(=O)Nc1ccc(Nc2ccccc2)cc1	-4	0	-5	1.1	-6	-3	1	-22	-1
Nc1nc(CCOc2ccc(F)cc2)cs1	-5	2	-2	1.0	2	10	8	14	-2
CCCC(C)NC(=O)COc1ccc(S(=O)(=O)c2ccc(OCC(=O)NC(C)CCC)cc2)cc1 (configuration not stated)	16	3	-7	0.8	-2	2	7	-8	-8
Cc1nnc(NC(=O)c2ccc(S(=O)(=O)N3CCc4ccccc4C3)cc2)o1	-28	-1	1	0.3	5	1	0	-12	0
CCOc1nc(C)cc(COC)c1C(N)=O	9	1	1	2.4	1	0	3	-7	-3
O=C(CC1SCCNC1=O)Nc1ccc(Cl)c(Cl)c1 (configuration not stated)	-3	3	-11	1.5	-4	9	7	1	-1
Cc1[nH]n(-c2ccccc2)c(=O)c1N=O	-10	1	-4	0.7	-1	-8	3	-2	.
Cc1ccc(NCC(=O)N/N=C/c2ccncc2)cc1	-8	3	-11	1.3	-5	-18	4	-13	2
O=C(Nc1ccccc1N1CCOCC1)c1csc2c1CCCC2	-25	2	0	2.2	.	-21	-1	-7	0
CCN(CCCNC(=O)COc1cc(=O)n(C)c2ccccc12)c1cccc(C)c1	-12	4	2	-0.1	2	-15	5	-11	-2
Cc1nn(C(=O)c2ccco2)c(C)c1Br	8	-5	2	-2.2	3	24	2	-25	2
CS(=O)(=O)N1CCN(c2ccccc2NC(=O)c2ccc(-c3ccc(Br)cc3)o2)CC1	-4	-1	-8	2.1	15	18	5	-7	7
CS(=O)(=O)Nc1ccc(C(=O)Nc2ccc(S(=O)(=O)N3CCCC3)cc2)cc1	-4	1	-1	1.3	-3	-24	12	-19	-2
CC(=O)Nc1ccc(-c2nnc(SCC(=O)NCc3ccco3)n2C)cc1	-13	0	1	-0.7	-1	-11	6	-10	-2
Cc1ccc(-c2nn(-c3cccc(F)c3)cc2CN(Cc2nccn2C)C(C)C)o1	-8	5	-4	-0.5	13	7	2	-20	11
O=C(CCCN1C(=O)c2ccccc2C1=O)Nc1ccc(S(=O)(=O)N2CCOCC2)cc1	-6	1	-5	1.4	-4	22	1	-2	0
Cc1cc(Br)ccc1OCCCCNC(C)(C)C	3	5	-3	-0.7	-2	-12	7	23	0
CCC(/C=N/Nc1ccc(S(=O)(=O)N2CCCC2)cc1[N+](=O)[O-])CC	5	-1	-5	-0.8	4	0	2	-9	-4
COc1ccc(C(=O)N/N=C(\C)Cn2nc([N+](=O)[O-])cc2C)cc1	8	-2	-3	-0.1	-3	-22	0	5	1
O=C(COc1ccc(-n2cnnn2)cc1)NC(=O)NCc1ccccc1	-2	-3	-8	-0.2	-7	8	-1	-8	1
CCOC(=O)C1CCN(c2ccc([N+](=O)[O-])c(C(C)=O)c2)CC1	7	-2	0	1.6	0	13	0	2	-4
COc1ccccc1-c1nnc(SCC(=O)NCc2cccs2)n1N	-5	3	-2	-1.7	-1	4	8	0	-1
COC(=O)Cn1cccc1C(=O)c1ccccc1	-5	1	2	-0.1	-6	-5	1	-9	0
COc1cccc(/C=N/Nc2ncccc2[N+](=O)[O-])c1OC	1	17	-8	-1.7	.	-15	14	-10	-4
CCN(CC)S(=O)(=O)c1ccc(NC(=O)COC(=O)c2ccc(-n3nc(C)cc3C)cc2)cc1	4	1	-1	-0.8	3	-18	2	-14	-3
CCOc1cc(NC(=S)NCC2CCCO2)c(OCC)cc1NC(=O)c1ccc(OC)cc1 (configuration not stated)	0	0	4	-0.5	4	-18	6	-1	1
CC(NS(=O)(=O)c1ccc(OCC(=O)N2CCOCC2)c(Cl)c1)c1ccccc1 (configuration not stated)	8	0	1	1.3	0	-28	6	-8	2
Cc1cc(C)c(S(=O)(=O)C(C)C)c(=O)[nH]1	4	2	-9	-1.4	9	-11	5	8	0
Cc1ccc(C(C(=O)NC2CCCCC2)N2CCCC2)cc1 (configuration not stated)	-2	0	-5	0.7	-1	6	5	-7	-1
CC(C)SC1=NC(C)(C)C=C(/C=C/c2c(Cl)cccc2Cl)N1	4	-2	4	-0.3	15	-24	4	12	-3
O=C1CCN(C(=S)NCCc2ccccc2)CC1	4	-1	7	1.9	4	2	5	-7	0
Cc1ccc(-n2c(SCC3CNC(=O)O3)nnc2-c2ccccc2)cc1C (configuration not stated)	-9	2	-6	0.9	-6	-8	2	-21	-1
CC(=O)Cc1nsc(NC(=O)c2ccc(-c3cc(Cl)ccc3Cl)o2)n1	-18	0	-10	2.5	7	-5	7	-13	-4
CC(=O)NC(CC(=O)c1ccc([N+](=O)[O-])cc1)C(Cl)(Cl)Cl (configuration not stated)	1	0	-5	-1.3	2	-14	11	-14	2
O=C(Cn1c(-c2ccccn2)nc2ccccc21)NCCN1CCOCC1	13	-1	4	2.5	3	15	3	-4	1
O=C(c1ccc(CN2CCOCC2)cc1)N1CCN(c2ccccc2F)CC1	5	-2	3	2.6	-6	25	6	4	1
CCCn1c(SCC(=O)N2CCCc3ccccc32)nc2c1c(=O)n(C)c(=O)n2C	15	-5	-1	-4.1	1	21	-2	-7	-1
Cn1c(=O)c2c(nc(SCc3nc(N)nc(N4CCCCC4)n3)n2C)n(C)c1=O	4	-1	-5	1.1	1	7	7	-30	1
CNC(=O)C1C(=S)NC(N)=C(C#N)C1c1ccccc1 (configuration not stated)	-26	9	-2	4.4	-1	-19	9	9	11
CCc1ccc2c(CN3CCN(S(=O)(=O)c4ccc5c(c4)OCCO5)CC3)cc(=O)oc2c1	-15	4	-7	-2.1	0	-1	8	-3	-3
CC1CCCCN1S(=O)(=O)c1ccc(NC(=O)c2cccc(-n3cnnn3)c2)cc1 (configuration not stated)	-7	-1	-11	2.2	-1	-6	2	-15	0
CN(c1nc2ccccc2n2c(C3CC3)nnc12)S(=O)(=O)c1ccccc1	7	-2	-8	-0.9	.	3	1	-10	1
COc1cccc(C(=O)Nc2ccc(C3CC3(Cl)Cl)cc2)c1 (configuration not stated)	1	2	-8	1.4	1	-11	11	0	-3
CCOc1ccc(NC(=O)c2nccnc2CO)cc1	7	2	4	5.0	-1	10	6	-19	-2
CCOc1ccc(CCNC(=O)CSc2nn(-c3ccc(C)c(Cl)c3)c(=S)s2)cc1OCC	-1	-3	-4	1.4	-3	9	7	-32	-5
COc1ccc(CNC(=O)C2CCN(S(C)(=O)=O)CC2)c(OC)c1	5	-2	-14	2.7	4	16	0	-9	0
Cc1cccc(OCCOc2ccc(/C=N/NC(=O)Cc3nnc(N)s3)cc2)c1	-6	-3	-6	0.0	-8	-1	3	2	-1
CC(/C=N/n1c(-c2ccc(Cl)cc2)n[nH]c1=S)=C\c1ccco1	-1	-1	-4	0.1	4	-10	6	-2	17
Cc1ccc(S(=O)(=O)N/N=C/c2cc(Br)c(C)o2)cc1	3	4	-13	-0.7	1	-19	3	-10	0

Going on with the list:
mol	NPY-Y2 PAM-ag	Ba/F3 V617F tox	RBBP9 inhibitor	S1P4 ag	NPY Y1 blocker	NPY-Y1 PAM-ag	BaF3 parental	S1P4 antagonist	Runt-CBFb FRET
C=CCn1c(Cc2cccs2)nnc1SCC(=O)Nc1cc(OC)cc(OC)c1	-5	1	-2	0.7	0	11	1	2	-4
COc1cccc(C(=O)N2CCN=C2SCc2cccnc2)c1OC	18	-4	-5	2.9	-1	15	-4	1	1
Clc1ccccc1-c1ccc(CN2CCN(c3ccccc3)CC2)o1	-26	-3	3	-4.0	23*	-58	-2	2	1
CN(CC(=O)Nc1ccccc1Br)c1ncnc2sccc12	6	0	1	-1.0	19	0	4	2	2
CC(C)c1ncc(C(O)c2cccc3ccccc23)n1C (configuration not stated)	2	1	-6	0.2	0	10	2	-6	0
CCCCOc1ccc(C(CC(=O)NC)C(=O)O)cc1 (configuration not stated)	-8	1	-1	5.7	4	4	8	6	3
Cc1cccc(C)c1NC(=O)COc1ccc2c(C)c(Cc3ccccc3)c(=O)oc2c1	7	-3	-8	3.8	-3	-10	-1	10	0
C[C@H](NC(=O)c1nc[nH]c1C(=O)N[C@H](C)c1ccccc1)C(=O)OC(C)(C)C	10	-3	-2	2.2	-1	-7	-3	1	-2
CN1C(=S)N(c2ccccc2)C(=O)/C1=C/c1cccs1	4	0	-4	0.0	10	0	4	-16	0
Cc1ccc(C)c(NS(=O)(=O)c2cc(C(N)=O)ccc2C)c1	0	-5	-2	0.0	-1	6	1	-1	0
COCCNC(=O)c1cnn2c(C(F)F)cc(-c3ccc(C)cc3)nc12	-4	-2	-9	0.5	6	4	1	1	46
O=C(OCc1nnc(-c2ccc(Br)cc2)o1)c1cncc(Br)c1	-2	-3	9	0.5	-1	-8	2	-7	2
CCN(CC)S(=O)(=O)c1ccc(N2CCCC2)c(NS(=O)(=O)c2ccc(F)cc2)c1	7	-2	-3	-0.6	8	1	7	-7	0
